NPYLR7 ag = mosquito NPYLR7 agonism | HEK293T NPYLR7/Galpha15, GCaMP6s calcium fluorescence | activation, % at 10 µM | 270,000 compounds, 0.15% hits | AID 1259423; in the data active = activation above about 40%;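 also: 0% = vehicle and 100% = reference agonist at the receptor; some compounds past the cut are filed as inactive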
mcGAS inh = mouse cGAS inhibition by luminescence. recombinant cGAS, Kinase-Glo ATP depletion luminescence. inhibition, % at 12.5 µM. 160,000 compounds, 0.15% hits. AID 1259399. Q8C6L5;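 also: 0% = negative control wells and 100% = reference inhibitor with no enzyme activity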
hcGAS lum = blocks human cGAS activity | Q8N884 | recombinant h-cGAS, ATP depletion, Kinase-Glo luminescence | inhibition, % at 12.5 µM | 290,000 compounds, 0.081% hits | AID 1259398;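 also: 0% = vehicle reaction and 100% = reaction without DNA for no activity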
Target sequence (Q8N884 whole entry, looked up): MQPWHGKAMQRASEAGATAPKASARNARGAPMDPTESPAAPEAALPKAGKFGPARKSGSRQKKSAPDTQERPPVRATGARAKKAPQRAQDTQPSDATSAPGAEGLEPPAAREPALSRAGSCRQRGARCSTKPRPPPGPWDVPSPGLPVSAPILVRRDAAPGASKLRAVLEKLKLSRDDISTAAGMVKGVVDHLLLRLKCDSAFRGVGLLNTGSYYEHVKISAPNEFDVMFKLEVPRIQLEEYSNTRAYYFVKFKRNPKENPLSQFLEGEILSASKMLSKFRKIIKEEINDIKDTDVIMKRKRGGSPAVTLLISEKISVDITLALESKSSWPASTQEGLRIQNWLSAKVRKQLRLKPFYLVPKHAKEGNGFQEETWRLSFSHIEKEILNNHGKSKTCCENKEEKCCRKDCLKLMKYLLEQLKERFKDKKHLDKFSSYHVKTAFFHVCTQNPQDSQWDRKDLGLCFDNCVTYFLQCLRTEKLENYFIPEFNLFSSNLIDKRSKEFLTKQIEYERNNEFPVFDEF
An asterisk follows results filed as active; & = joins results of further samples. Rule as the data show it, unless noted: active = inhibition above about 40%; inactive = the rest.

How did COCCCNC(=O)c1nn(-c2ccccc2F)c(=O)n(C(C)c2ccccc2)c1=O (stereo unspecified) do in these assays?
NPYLR7 ag: -1; mcGAS inh: 1; hcGAS lum: 1

How did CCCC(O)c1nnc(Nc2cccc(Oc3ccccc3)c2)s1 (stereo unspecified) do in these assays?
NPYLR7 ag: 7; mcGAS inh: -4; hcGAS lum: -3

How did COc1ccc(C2(C(=O)N3CCCC(O)(CO)C3)CC2)cc1 (stereo unspecified) do in these assays?
NPYLR7 ag: -3; hcGAS lum: -1

How did Cc1[nH]c2ccc(C(=O)N(C)Cc3ccco3)cc2c1C do in these assays?
NPYLR7 ag: 1; mcGAS inh: -9; hcGAS lum: -6

How did CC1(C)CC(N2CCCCC2)=CC(=NCCCN2CCCCC2)C1 do in these assays?
NPYLR7 ag: -4; hcGAS lum: 2

How did COCC1(C(=O)N2CCC(C(O)c3cccs3)CC2)CCC1 (stereo unspecified) do in these assays?
NPYLR7 ag: 10; hcGAS lum: -5

Results for COc1ccccc1NC(=O)c1cc(O)cc(OCC(F)(F)F)c1 ?
NPYLR7 ag: 18; mcGAS inh: -18; hcGAS lum: -9

Results for CCOC(=O)c1cn[nH]c1S(=O)(=O)NCc1ccc(OC)cc1 ?
NPYLR7 ag: 4; mcGAS inh: -6; hcGAS lum: -4

How did S=c1oc(-c2ccco2)nn1CN1CCOCC1 do in these assays?
NPYLR7 ag: -9; hcGAS lum: -5

Results for COc1ccc(CCNC(=O)CN2CC3=C(C2=O)C(c2ccccc2C(F)(F)F)NC(=O)N3C)cc1OC (stereo unspecified) ?
NPYLR7 ag: 1; mcGAS inh: -1; hcGAS lum: -3

What do the screens show for `COCc1nc(-c2ccc(S(N)(=O)=O)cc2)cs1`?
NPYLR7 ag: 2; hcGAS lum: -10

What do the screens show for `CCCNC(=O)N(CCN(C)C)Cc1nccn1Cc1ccccc1Cl`?
NPYLR7 ag: 5; mcGAS inh: -5; hcGAS lum: -1

How did CC(=O)N(CC(C)C(=O)O)c1c(I)cc(I)c(N)c1I (stereo unspecified) do in these assays?
NPYLR7 ag: 1; mcGAS inh: -5; hcGAS lum: -10

Results for C=CCc1ccccc1OCCN(C)C(=O)c1cnccc1C ?
NPYLR7 ag: 5; hcGAS lum: -3

How did COc1ccc(/C=C/CN2CCC(CO)(Cc3ccccc3Cl)CC2)cc1 do in these assays?
NPYLR7 ag: 5; mcGAS inh: -10; hcGAS lum: -7

Results for O=C(O)CC(NC(=O)c1ccc(-c2ccc(F)cc2)o1)C(=O)O (stereo unspecified) ?
NPYLR7 ag: 8; hcGAS lum: -2

How did CCCNc1nc(SCC)nc2c1cnn2CCNC(=O)c1c(F)cccc1F do in these assays?
NPYLR7 ag: -3; mcGAS inh: -4; hcGAS lum: 9

What do the screens show for `COc1cccc(-n2c(-c3ccccc3)cc(C(=O)N3CCN(C(=O)Nc4ccc(C)cc4C)CC3)c2C)c1`?
mcGAS inh: -1; hcGAS lum: 4

What do the screens show for `O=C(c1coc(CN2CCN(C/C=C/c3ccccc3)CC2)n1)N1CCSCC1`?
NPYLR7 ag: 3; hcGAS lum: -5

What do the screens show for `Cc1ccc(NC(=O)CSc2cn(CC(=O)N3CCCCCC3)c3ccccc23)cc1`?
NPYLR7 ag: -3; mcGAS inh: -7; hcGAS lum: -3

What do the screens show for `COc1ccc(CN=C2NN=C(c3ccc(Cl)cc3Cl)CS2)cc1`?
NPYLR7 ag: 7; hcGAS lum: 2

What do the screens show for `OCCCNCc1cccc2ccccc12`?
NPYLR7 ag: -20; hcGAS lum: -5

How did O=C1NC(=O)C2(CCCCCC2)N1 do in these assays?
NPYLR7 ag: 3; mcGAS inh: -5; hcGAS lum: -7

Results for Cc1cnc(C(=O)N2CCN(C(=O)c3cccc(Cl)c3Cl)CC2)cn1 ?
NPYLR7 ag: 1; hcGAS lum: -6

How did NC(=O)c1csc(N2CCC(CO)(CC3CCCCO3)CC2)n1 (stereo unspecified) do in these assays?
NPYLR7 ag: -3; hcGAS lum: -3

How did CCCCNC(=O)N(CCOC)Cc1ccc(OC)c(OS(=O)(=O)c2cccc(C(F)(F)F)c2)c1 do in these assays?
NPYLR7 ag: -15; mcGAS inh: 2; hcGAS lum: 0

Results for O=S(=O)(c1cccc(F)c1)N1CCN(Cn2nnc(-c3ccc(Cl)cc3)n2)CC1 ?
NPYLR7 ag: 7; mcGAS inh: -5; hcGAS lum: 3

How did Cc1nnn(C23CC4CC(CC(NC(=O)[C@H](N)CC(C)C)(C4)C2)C3)n1 do in these assays?
NPYLR7 ag: 14&2; mcGAS inh: -8; hcGAS lum: -6&1

How did Cn1ccnc1C(NC(=O)c1ccc(Cl)c(S(=O)(=O)N2CCCCC2)c1)c1cccc(F)c1 (stereo unspecified) do in these assays?
NPYLR7 ag: 2; mcGAS inh: -2; hcGAS lum: 0

Results for CC(C)(C)NC1=NC(C(F)(F)F)(C(F)(F)F)NC(=O)N1 ?
NPYLR7 ag: 10; mcGAS inh: -2; hcGAS lum: -8

Results for O=c1c(Cl)c(N2CCN(c3ccccc3)CC2)cnn1C1CCS(=O)(=O)C1 (stereo unspecified) ?
NPYLR7 ag: -3; mcGAS inh: -5; hcGAS lum: -4

Results for COC(=O)c1cc(S(=O)(=O)NC2CCCCC2)cn1C ?
NPYLR7 ag: -2; hcGAS lum: -7

How did CCS(=O)(=O)Oc1cccc(CN(C(C)C)S(=O)(=O)c2ccc(OC)cc2)c1 do in these assays?
NPYLR7 ag: -9; mcGAS inh: -4; hcGAS lum: -10

What do the screens show for `COc1ccc(C(=O)N(Cc2nccn2Cc2ccccc2Cl)C(C)C)cc1`?
NPYLR7 ag: 19; mcGAS inh: -5; hcGAS lum: -8

What do the screens show for `CN(Cc1nnc(-c2ccco2)o1)C(C(N)=O)c1cccc(F)c1` (stereo unspecified)?
NPYLR7 ag: 3; mcGAS inh: -18; hcGAS lum: -19

Results for CCCCNC(=O)N(CCC)Cc1c(CC)nn(-c2ccc(F)cc2)c1N1CCN(C(C)C)CC1 ?
NPYLR7 ag: 11; mcGAS inh: -5; hcGAS lum: -1

Results for O=S(=O)(c1ccc(NC(=S)NCC2CCCO2)cc1)N1CCOCC1 (stereo unspecified) ?
NPYLR7 ag: 6; hcGAS lum: -4

How did CC1CCCCC1NC(=O)COC(=O)c1cccnc1-n1cncn1 (stereo unspecified) do in these assays?
NPYLR7 ag: 12; hcGAS lum: -6

How did CCCCCNC(=O)CCN(Cc1ccccc1)c1nc(Cc2ccccc2)ns1 do in these assays?
NPYLR7 ag: -3; mcGAS inh: -4; hcGAS lum: 0

How did Cc1nc(SCC#N)c2c3c(sc2n1)CCCC3 do in these assays?
NPYLR7 ag: 4; mcGAS inh: -2; hcGAS lum: -1

Results for CC(=O)c1coc2c(Cl)c(Cl)c(O)cc12 ?
NPYLR7 ag: 9; hcGAS lum: 0

How did COc1cccc(C(CN2CCN(S(=O)(=O)c3ccc(F)cc3F)CC2)OCc2ccc(C#N)cc2)c1 (stereo unspecified) do in these assays?
mcGAS inh: -6; hcGAS lum: 0

Results for CCOc1ccc(/C=N\n2c(C)csc2=Nc2ccc(C)cc2)c(O)c1 ?
NPYLR7 ag: 2; hcGAS lum: 1

How did O=C(c1ccccc1C1CCNC1)N1CCCN(c2ncccn2)CC1 (stereo unspecified) do in these assays?
NPYLR7 ag: 0; hcGAS lum: -5

Results for Cc1cc2oc3c(c(=O)c2cc1Cl)C(c1ccncc1)N(c1nc(C)c(C)s1)C3=O (stereo unspecified) ?
NPYLR7 ag: 8; hcGAS lum: -7

What do the screens show for `O=C(CNC(=O)C1CC1)NCCc1ccc(OC2CCCC2)cc1`?
NPYLR7 ag: -6; mcGAS inh: -17; hcGAS lum: -6

How did C=CCN(Cc1csc(COc2cccc(C)c2C)n1)C(=O)c1ccccc1 do in these assays?
NPYLR7 ag: 25; mcGAS inh: -4; hcGAS lum: 0

What do the screens show for `CCNc1nc(C)c(C(=O)N2CCC(c3nn(C)c(=O)n3CC)CC2)s1`?
NPYLR7 ag: 6; hcGAS lum: -5

By substructure, the compounds so far with a CF3 group.
Results for COc1ccccc1NC(=O)c1cc(O)cc(OCC(F)(F)F)c1 ?
NPYLR7 ag: 18; mcGAS inh: -18; hcGAS lum: -9

Results for COc1ccc(CCNC(=O)CN2CC3=C(C2=O)C(c2ccccc2C(F)(F)F)NC(=O)N3C)cc1OC (stereo unspecified) ?
NPYLR7 ag: 1; mcGAS inh: -1; hcGAS lum: -3

How did CCCCNC(=O)N(CCOC)Cc1ccc(OC)c(OS(=O)(=O)c2cccc(C(F)(F)F)c2)c1 do in these assays?
NPYLR7 ag: -15; mcGAS inh: 2; hcGAS lum: 0

Results for CC(C)(C)NC1=NC(C(F)(F)F)(C(F)(F)F)NC(=O)N1 ?
NPYLR7 ag: 10; mcGAS inh: -2; hcGAS lum: -8

Among those listed so far, two contain an NH in an aromatic ring.
How did Cc1[nH]c2ccc(C(=O)N(C)Cc3ccco3)cc2c1C do in these assays?
NPYLR7 ag: 1; mcGAS inh: -9; hcGAS lum: -6

Results for CCOC(=O)c1cn[nH]c1S(=O)(=O)NCc1ccc(OC)cc1 ?
NPYLR7 ag: 4; mcGAS inh: -6; hcGAS lum: -4

(more compounds)
What do the screens show for `CCc1ccc(NC(=O)CN2CN(c3ccccc3)C3(CCN(C(=O)c4ccc(Cl)cc4)CC3)C2=O)cc1`?
NPYLR7 ag: 22; mcGAS inh: -3; hcGAS lum: -4

Results for COc1ccc(CN(CC(O)COc2ccccc2C)CC2CC2)cc1 (stereo unspecified) ?
NPYLR7 ag: 20; mcGAS inh: -5; hcGAS lum: -10

How did CSc1nc(N2CCOCC2)c2cnn(CCNC(=O)c3ccccc3)c2n1 do in these assays?
mcGAS inh: -6; hcGAS lum: -6

How did CCOc1ccc(N2CC(NC(=O)Nc3cc(C)on3)CC2=O)cc1 (stereo unspecified) do in these assays?
NPYLR7 ag: 1; mcGAS inh: -7; hcGAS lum: -7

Results for CC1CCCN(Cc2nc3c(c(=O)n(C)c(=O)n3C)n2CCCc2ccccc2)C1 (stereo unspecified) ?
NPYLR7 ag: 1; hcGAS lum: 3

Results for COc1ccc(CCNC(=O)N2CCN(S(=O)(=O)c3ccccc3F)CC2)cc1OC ?
NPYLR7 ag: 2; hcGAS lum: -7

How did O=C(NCc1cccnc1)c1cccnc1Nc1cccc(Cl)c1 do in these assays?
NPYLR7 ag: 2; mcGAS inh: -4; hcGAS lum: -3

What do the screens show for `CN(C(=O)CSCC(=O)c1ccccc1)c1nccs1`?
NPYLR7 ag: 12; hcGAS lum: -6

What do the screens show for `N#Cc1c(SCc2ccccn2)nc2c(c1-c1cccs1)CCCC2`?
NPYLR7 ag: 4; mcGAS inh: -5; hcGAS lum: -3

What do the screens show for `CC(=O)Nc1c(-c2cc(=O)oc3c(C)cc(C)cc23)oc2ccccc12`?
NPYLR7 ag: -1; mcGAS inh: -8; hcGAS lum: -3

Results for O=C(c1ccc[nH]1)N1CCOC(CC(c2ccccc2)c2ccccc2)C1 (stereo unspecified) ?
NPYLR7 ag: 3; mcGAS inh: -11; hcGAS lum: -6

What do the screens show for `COC(=O)[C@]1(C)C[C@H](C(=O)N(C)Cc2ccon2)[C@H](c2ccccc2Cl)N1C`?
NPYLR7 ag: 0; hcGAS lum: -10

In the list so far, these contain two or more sulfur atoms.
What do the screens show for `COCc1nc(-c2ccc(S(N)(=O)=O)cc2)cs1`?
NPYLR7 ag: 2; hcGAS lum: -10

How did CCS(=O)(=O)Oc1cccc(CN(C(C)C)S(=O)(=O)c2ccc(OC)cc2)c1 do in these assays?
NPYLR7 ag: -9; mcGAS inh: -4; hcGAS lum: -10

Results for O=S(=O)(c1ccc(NC(=S)NCC2CCCO2)cc1)N1CCOCC1 (stereo unspecified) ?
NPYLR7 ag: 6; hcGAS lum: -4

How did Cc1nc(SCC#N)c2c3c(sc2n1)CCCC3 do in these assays?
NPYLR7 ag: 4; mcGAS inh: -2; hcGAS lum: -1

What do the screens show for `CN(C(=O)CSCC(=O)c1ccccc1)c1nccs1`?
NPYLR7 ag: 12; hcGAS lum: -6

What do the screens show for `N#Cc1c(SCc2ccccn2)nc2c(c1-c1cccs1)CCCC2`?
NPYLR7 ag: 4; mcGAS inh: -5; hcGAS lum: -3

(list continues)
What do the screens show for `Cc1cc(C(=O)N2CCCC3(CC2)CN(C)C(=O)O3)c2c(C)nn(C)c2n1` (stereo unspecified)?
NPYLR7 ag: -5; hcGAS lum: -3

How did Cc1cccnc1CC(C)NC(=O)c1ccc2oc(-c3cccc(F)c3)nc2c1 (stereo unspecified) do in these assays?
NPYLR7 ag: -6; mcGAS inh: -4; hcGAS lum: 4

Results for COCC(=O)Nc1ccc(N(C)C)c(CN(Cc2cccc(F)c2)C(=O)c2cccc(C)c2)c1 ?
NPYLR7 ag: 3; mcGAS inh: -4; hcGAS lum: -4

What do the screens show for `CCC(=O)Nc1ccc(N(C)C)c(CN(C(C)C(C)C)S(=O)(=O)c2cccc(Cl)c2)c1` (stereo unspecified)?
NPYLR7 ag: 2; mcGAS inh: 1; hcGAS lum: 5

Results for CC(C)N(CC(=O)N1CC(=O)N(c2ccc(Cl)cc2)C1)C(=O)c1ccc(C(C)(C)C)cc1 ?
NPYLR7 ag: 19; mcGAS inh: -5; hcGAS lum: -2

How did CC(C)NS(=O)(=O)c1ccc(C(=O)N2CCC=C3OC(=O)C=C32)cc1 do in these assays?
NPYLR7 ag: 3; hcGAS lum: -8

How did C=CCSc1nc(-c2ccc(OC)cc2)cc(-c2ccc(OC)cc2)c1C#N do in these assays?
NPYLR7 ag: -1; hcGAS lum: -5

What do the screens show for `COc1ccc(-c2ccc(=O)n(CCNS(=O)(=O)c3cccs3)n2)cc1`?
NPYLR7 ag: 0; mcGAS inh: -9; hcGAS lum: -5

High-throughput results from PubChem BioAssay.

Hits appear at their usual frequency (roughly 0.27% active in at least one column).
